KOR beta-arrestin-1: KOR antagonists, beta-arrestin recruitment, cell-based, luminescence, uHTS (AID 1778); KOR beta-arrestin recruitment, luminescence, antagonist mode; higher % means a stronger effect; one-dose inhibition, % at 10 µM; IC50 in µM for titrated hits; hit rate 0.091% among 290,000; note: strong numbers were not always called active
NOD2 inhibition: inhibition of NOD2-driven NF-kB reporter – cell-based, luminescence, uHTS, HEK293 (AID 1566); HEK293 NOD2/NF-kB luciferase reporter, luminescence; higher % means a stronger effect; inhibition, % at 4 µM; hits with a dose series show EC50 in µM; hit rate 0.63% among 290,000; note: many of its hits are not listed in these tables
Yfh1-depleted yeast: enhancers of respiration in Yfh1-depleted yeast, dose response, Friedreich's ataxia, plus single-dose screen (AID 1465); hit rate 0.074% among 220,000; one-dose fold induction at 50 µM; EC50 in µM for titrated hits; S. cerevisiae Yfh1-off respiration, WST-1 reduction, 72 h; higher fold induction means a stronger effect;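 active = fold induction of absorbance versus untreated yeast above a set limit, then at least 30% activation at any dose in follow-up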;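 note: activators that raise dye reduction in frataxin-depleted yeast; strong numbers were not always called active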
KOR beta-arrestin-2: KOR agonists, beta-arrestin recruitment, primary screen, cell-based, luminescence, uHTS (AID 1777); KOR beta-arrestin recruitment, luminescence; higher % means a stronger effect; activation, % at 10 µM; hits with a dose series show EC50 in µM; hit rate 0.02% among 280,000; in the data active = activation above about 50%, passing the limit was not always enough; note: a part of the inactive calls stands beside numbers as strong as those of hits
ER stress rescue: rescue of cells from ER stress-induced death, primary screen, 384-well, CSM14.1, thapsigargin, ATP luminescence (AID 1222); CSM14.1 thapsigargin-induced death rescue, ATP luminescence; higher % means a stronger effect; one-dose cellular ATP content (survival), % at 20 µM; EC50 in µM for titrated hits; 190,000 tested, under 10 active;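 active = EC50 below 50 µM in the dose-response confirmation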;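 note: death triggered by thapsigargin at about 15 µM added after 2 h compound pretreatment; cell ATP read after overnight thapsigargin exposure of roughly 18 to 22 hours; normalized against plate controls of thapsigargin alone and 5% DMSO vehicle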
TNAP activation fold: human TNAP enzyme activators, primary screen, biochemical, luminescent, no phosphate acceptor, uHTS (AID 1001) | purified TNAP, luminescent activation assay, no phosphate acceptor; higher activation fold means a stronger effect | activation fold at 20 µM, or EC50 in µM where a hit was titrated | hit rate 0.03% among 200,000; in the data active = activation fold from about 3, or a potency from the dose series; inactive = the rest, 99 in 100 with activation fold below about 1.6; note: many of its hits are not listed in these tables
GPR55 beta-arrestin: selective activators of receptor GPR55 – imaging, U2OS cells, beta-arrestin-GFP redistribution, primary screen (AID 1961); hit rate 0.048% among 290,000; U2OS GPR55 beta-arrestin-GFP redistribution imaging; higher % means a stronger effect; one-dose activation, % at 10 µM; EC50 in µM for titrated hits;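 active = activation above 40% with more than 50 cells counted in the well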;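 note: U2OS osteosarcoma cells stably expressing GPR55 and beta-arrestin-GFP; plate controls were DMSO negative control for no effect and LPI positive control for full effect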
NTR1 agonist: NTR1-driven beta-arrestin-GFP spot formation – imaging, U2OS cells, high content, primary screen (AID 493036); activation, % at 20 µM; agonist mode; P30989; hit rate 0.17% among 330,000;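 active = activation at or above 40% of the spot to cytoplasm intensity ratio, with at least 20 cells analyzed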;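 note: 0% = DMSO without peptide and 100% = 100 nM NTR1 peptide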
Target sequence (P30989 whole entry, looked up): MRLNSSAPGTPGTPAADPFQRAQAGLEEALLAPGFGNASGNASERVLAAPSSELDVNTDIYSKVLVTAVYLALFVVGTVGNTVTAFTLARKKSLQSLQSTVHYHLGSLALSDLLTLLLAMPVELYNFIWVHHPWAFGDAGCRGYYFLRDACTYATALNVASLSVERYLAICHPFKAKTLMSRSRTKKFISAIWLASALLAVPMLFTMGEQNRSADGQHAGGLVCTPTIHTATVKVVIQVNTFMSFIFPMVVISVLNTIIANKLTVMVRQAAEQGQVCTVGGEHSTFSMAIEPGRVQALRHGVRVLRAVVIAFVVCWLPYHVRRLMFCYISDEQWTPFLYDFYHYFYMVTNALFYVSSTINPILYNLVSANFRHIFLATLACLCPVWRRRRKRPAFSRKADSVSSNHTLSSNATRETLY
NOD1 inhibition: NOD1 signaling inhibitors, primary screen, cell-based, luminescence, uHTS (AID 1578); one-dose inhibition, % at 4 µM; EC50 in µM for titrated hits; NOD1-driven NF-kB luciferase reporter cells, luminescence; higher % means a stronger effect; hit rate 1% among 290,000; in the data active = inhibition mostly above about 36%, no sharp cut-off; inactive = mostly below about 34%;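 note: HEK-293T reporter cells stimulated with the NOD1 agonist gamma-tri-DAP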
NTR1 agonist cell count 20 µM: also measured in NTR1 agonist; calls as there; cell count; measured here: cell count, cytotoxicity flag
* = called active by the depositor; i = inactive; / = no result given; & = joins results of further samples; [ ] = remark or other dose. Cut-off read from the data, not from the text of the source, unless noted: active = inhibition above about 50%; inactive = the rest.

Sample of the layout, 4 compounds:
SMILES	KOR beta-arrestin-1	NOD2 inhibition	Yfh1-depleted yeast	KOR beta-arrestin-2	ER stress rescue	TNAP activation fold	GPR55 beta-arrestin	NTR1 agonist	NTR1 agonist cell count 20 µM	NOD1 inhibition
S=c1[nH]cc(-c2ccc(Cl)cc2)n1Cc1ccccc1	-8%	-4%	i	/	/	/	-0.1%	-0.5	53	-1%
CCc1ccccc1N(CC(=O)N1CCCCC1)S(=O)(=O)c1ccccc1	7%	-3%	/	-2.0%	/	/	-0.4%	0.4	44	-14%
O=C(Nc1ccc(C(=O)O)cc1)/C(=C/c1ccc2c(c1)OCO2)NC(=O)c1cccc(Br)c1	-16%	-24%	i	-1.8%	-1.2%	1.1	0.7%	-0.5	80	-53%
CC1CCC2(CC1)NC(=O)N(CC(=O)c1cn(CCC#N)c3ccccc13)C2=O (stereo not drawn)	/	2%	i	5.6%	/	/	-0.1%	-0.1	48	-10%

All compounds of this part, previewed entries included:
SMILES	KOR beta-arrestin-1	NOD2 inhibition	Yfh1-depleted yeast	KOR beta-arrestin-2	ER stress rescue	TNAP activation fold	GPR55 beta-arrestin	NTR1 agonist	NTR1 agonist cell count 20 µM	NOD1 inhibition
S=c1[nH]cc(-c2ccc(Cl)cc2)n1Cc1ccccc1	-8%	-4%	i	/	/	/	-0.1%	-0.5	53	-1%
CCc1ccccc1N(CC(=O)N1CCCCC1)S(=O)(=O)c1ccccc1	7%	-3%	/	-2.0%	/	/	-0.4%	0.4	44	-14%
O=C(Nc1ccc(C(=O)O)cc1)/C(=C/c1ccc2c(c1)OCO2)NC(=O)c1cccc(Br)c1	-16%	-24%	i	-1.8%	-1.2%	1.1	0.7%	-0.5	80	-53%
CC1CCC2(CC1)NC(=O)N(CC(=O)c1cn(CCC#N)c3ccccc13)C2=O (stereo not drawn)	/	2%	i	5.6%	/	/	-0.1%	-0.1	48	-10%
C=CCOc1ccc(C2/C(=C(\O)c3ccc(F)cc3)C(=O)C(=O)N2CCCN(C)C)cc1 (stereo not drawn)	-13%	6%	i	5.0%	1.7%	1.1	-0.2%	-0.6	54	-14%
Brc1ccc(-c2cn3c(n2)SCC3)cc1	-76%[20 µM]	-108%	i	-1.6%	-0.9%	1.1	0.2%	0.3	34	-39%
CCCCN(C)CCCNC(=O)C1CCC(CNS(=O)(=O)c2c(C)cc(C)cc2C)CC1 (stereo not drawn)	6%	22%	/	1.2%	/	/	0.0%	-2.4	81	-4%
O=C(Nc1nc2ccc(S(=O)(=O)N3CCCCC3)cc2s1)c1cccnc1	-5%	2%	i	-2.1%	1.2%	1.2	0.3%	0.5	54	19%
N/C(Cc1ccc(Cl)cc1Cl)=N\OC(=O)c1cccs1	27%	-3%	i	-5.6%	-0.1%	1	0.1%	0.1	79	-22%
Cc1nc2ccccc2c(=O)n1/N=C/c1ccccc1	14%	-9%	i	9.0%	1.6%	1.1	0.0%	-0.4	50	-5%
NC(=O)NC(=O)CSc1cccc(C(F)(F)F)c1	2%	11%	i	-5.0%	0.7%	1.1	-0.5%	-1.5	62	-14%
O=C(O)CC1S/C(=N/N=C/C=C/c2ccccc2)NC1=O (stereo not drawn)	-27%&-46%	17%&7%	i	6.9%&0.8%	-3.2%&-1.8%	1&1.1	-0.3%&-0.3%	-0.9&-0.3	38&38	0%&-12%
CCn1c(SCC(=O)N2CCCCCC2)nc2c(c1=O)SCC2	-8%	20%	/	3.0%	/	/	-0.2%	0.3	60	-31%
COc1cccc(C2=NOC(C(=O)Nc3ccc(C(C)=O)cc3)C2)c1 (stereo not drawn)	-4%	-6%	i	-1.0%	-1.8%	1.1	-0.1%	0.8	72	-20%
COc1cc(NC(=S)NCCc2c[nH]c3ccccc23)c(OC)cc1Cl	-4%	22%	i	-0.1%	2.4%	1	0.4%	0.0	62	18%
O=C(NCc1ccccc1)C1=C[C@@H](c2ccccc2)C[C@@H](OCc2ccc(CO)cc2)O1	-33%	9%	i	3.1%	0.0%	1.1	-0.2%	5.8	42	-10%
CC(=O)N(C(C)=O)c1c(N2CCCC2)c2ccccc2oc1=O	-6%[20 µM]	4%	i	/	-0.1%	1.1	0.0%	2.7	56	-14%
CCOC(=O)N1CCN(Cc2c(NC(=O)c3ccco3)sc(C)c2C)CC1	-6%	-30%	i	0.9%	-1.1%	1	1.3%	0.4	43	-22%
N/C(=N\N=C\c1cccc(O)c1)c1nonc1N	-3%	-210%	i	-0.8%	-0.8%	1.1	-0.5%	0.0	85	-75%
S=C(NCCc1ccccn1)Nc1ccccc1Cl	-40%[20 µM]	-11%	i	-3.7%	-1.5%	1	-0.1%	0.5	103	-13%
COCCSc1nc2c(c(=O)[nH]c(=O)n2C)n1CCC(C)C	6%	8%	i	-14%	0.0%	1.1	-0.1%	-2.5	46	10%
CN(NC(=O)c1ccccc1Cl)c1ncc(C(F)(F)F)cc1Cl	5%	-1%	i	/	/	/	0.1%	0.1	42	-1%
COc1ccc(S(=O)(=O)N2CCCCC2)cc1NC(=O)Cn1c(=O)cnc2ccccc21	-18%	-6%	/	4.9%	/	/	0.2%	1.7	64	-36%
Cc1ccc(N2C(=O)N(CC(=O)NC(N)=O)C(=O)C2C)cc1 (stereo not drawn)	2%	4%	i	-2.6%	-1.7%	1.1	-0.6%	0.1	50	3%
Cc1oc(-c2ccccc2Cl)nc1CN(Cc1ccccn1)C[C@@H]1CCC(=O)N1	-26%[20 µM]	1%	i	/	1.6%	1.1	0.2%	1.8	101	-19%
Cn1cccc1C1C(C#N)=C(N)OC2=C1C(=O)CC(C)(C)C2 (stereo not drawn)	-30%[20 µM]	7%	i	/	1.1%	1	-0.1%	-0.8	64	-18%
COC(=O)c1sc(NC(=S)NC(=O)c2cc(OC)c(OC)c(OC)c2)nc1C	11%	47%	/	2.1%	/	/	0.2%	-0.1	55	-6%
O=C(O)c1ccccc1-c1ccccc1C(=O)Nc1nc2ccccc2s1	/	6%	i	2.8%	/	/	0.2%	0.7	70	1%
N#CCSc1nc(N)c(C#N)c(C2CCCCC2)c1C#N	-10%	10%	i	1.6%	2.0%	1.1	-0.1%	12	59	27%
CC1(C)O[C@H]2OC([C@H](O)CON3C(=O)c4ccccc4C3=O)[C@H](O)[C@H]2O1 (stereo partly drawn)	-35%	15%	i	1.2%	-3.9%	1.1	0.6%	-0.6	71	-26%
O=C(c1ccc(S(=O)(=O)c2ccccc2)cc1)N1CCc2ccccc2C1	-1%	3%	i	8.3%	-0.5%	1	0.3%	-0.7	54	-20%
O=C(COc1ncnc2ccccc12)N1CCN(C(=O)c2ccco2)CC1	3%	13%	i	3.3%	/	1.1	-0.2%	-0.4	48	-2%
CCOC(=O)N1CCN(S(=O)(=O)c2ccc(OCC(=O)OC)cc2)CC1	20%	11%	i	1.5%	-1.2%	1.1	0.3%	-0.9	50	-9%
Cn1cc(C=O)c(-c2ccc3c(c2)OCCCO3)n1	-1%	-2%	/	-4.7%	/	/	0.2%	0.3	40	-24%
CN(CC(=O)O)c1ccc(C(F)(F)F)cc1[N+](=O)[O-]	27%	-12%	i	0.5%	1.6%	1	-0.3%	-1.5	107	-7%
CCc1ccc(S(=O)(=O)c2n[nH]n3c2nc(=O)c2ccccc23)cc1	5%	11%	i	-3.4%	1.0%	1.1	0.2%	-0.8	58	-26%
CCCn1c(SCC(=O)NCCc2ccc(Cl)cc2Cl)n[nH]c1=O	16%	20%	i	-2.5%	-1.7%	1	-0.1%	0.0	53	8%
Cc1ccccc1OCCCCn1cnc2ccccc21	12%	31%	i	-6.3%	-3.5%	1.1	-0.1%	8.6	91	36%
CC(=O)Cn1c(CN2CC(C)CC(C)C2)nc2c1c(=O)n(C)c(=O)n2C (stereo not drawn)	4%	7%	i	4.8%	0.2%	1.1	-0.2%	-0.9	82	11%
COC(=O)CC1c2cc(OC)c(OC)cc2CC(=O)c2cc(OC)c(OC)cc21 (stereo not drawn)	-17%	8%	i	-0.9%	-3.1%	1.1	0.1%	-0.8	48	-11%
COc1ccc(N2C(=O)CCC2=O)cc1	-49%	-4%	i	-0.9%	-1.9%	1.1	0.0%	11	92	-2%
CSc1nnc(-c2cccc(NC(=S)NN)c2)o1	-5%	-11%	i	2.8%	-0.9%	1.1	-0.3%	2.6	69	-30%
O=C(Nc1nc(-c2nc3ccccc3s2)cs1)c1ccco1	-11%	-74%	i	8.6%	-0.9%	1.1	0.0%	-1.1	89	-1%
O=C(N/N=C/c1c(O)ccc2ccccc12)c1cccc(C(F)(F)F)c1	-34%	33%	i	-1.7%	-1.8%	1.5	-0.1%	9.6	83	-35%
Cc1oc2cc3oc(=O)cc(C)c3cc2c1C	0%	-138%	/	1.0%	/	/	0.3%	-1.2	76	-8%
N#CC1=C(N)C(C#N)(C#N)C(c2cccnc2)C2CN(C(=O)OCc3ccccc3)CC=C12 (stereo not drawn)	-45%	9%	i	3.5%	1.0%	1.1	-0.4%	5.5	43	-15%
CCCCN(C)C(=O)C1CCN(CCCc2ccccc2)CC1	3%	-26%	/	-3.3%	-1.4%	1.1	-0.2%	-0.9	72	-8%
Cc1nn(C(C)C(=O)NCCN2CCCC2)c(=O)c2c1sc1ccccc12 (stereo not drawn)	-14%	15%	/	-2.5%	/	/	0.3%	0.5	59	1%
CCNC(=O)NC(=O)C(C)OC(=O)C1CCN(S(=O)(=O)c2ccc(C)c(C)c2)CC1 (stereo not drawn)	-1%	5%	i	0.0%	0.5%	1.1	-0.2%	1.0	62	-6%
CC(C)CCNC(=S)Nc1ccc(Br)cc1	32%	-44%	i	-1.3%	-4.7%	1	0.9%	8.8	68	-19%
COc1ccc(S(=O)(=O)N2CCSC2c2ccccc2)cc1 (stereo not drawn)	9%	-1%	i	4.0%	2.1%	1	-0.1%	1.7	93	5%
CCCCn1c(=O)[nH]c(=O)c2c1nc(-c1ccc(OCC)cc1)n2CC	4%	-5%	/	2.0%	/	/	-0.2%	1.3	42	-22%
Cc1cccc2[nH]c3c(=O)n(CCN4CCNCC4)cnc3c12	33%	16%	i	-2.1%	-0.5%	1.1	-0.2%	-0.2	78	7%
COc1ccc(NC(=O)c2c(-c3ccccc3Cl)noc2C)c(OC)c1	14%	4%	i	-0.4%	0.0%	1.1	1.0%	1.1	50	-1%
COc1cc([N+](=O)[O-])ccc1-c1ccc(/C=N/NC(=O)c2ccccc2O)o1	2%	/	i	-0.4%	/	/	0.4%	/	/	/
CCCn1c(SCC(=O)N2CCCCC2)nnc1-c1ccco1	-10%	1%	i	4.1%	0.8%	1	0.9%	-4.3	103	-18%

The list is partial. The share of hits here may be higher or lower than overall.
